From PubChem BioAssay
Ec RNAP inh – E. coli RNAP inhibitors, biochemical; DNA-directed RNA polymerase subunit beta (Escherichia coli (strain K12)), P0A8V2; E. coli RNA polymerase, fluorescence transcription assay; inhibition, %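 (tested at 10 µM)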; 62,000 tested, 0.2% active; AID 559, 2006; in the data active means inhibition above about 20%;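 further: 0% = enzyme without compound and 100% = no enzyme blank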
FXIa mix inh – FXIa protease inhibitors in compound pools, primary screen, biochemical, 10-compound mixtures; inhibition, % at 5 µM; AID 680, 2007; purified FXIa, fluorogenic substrate, pooled mixtures; 62,000 tested, 0.19% active; Coagulation factor XI (Homo sapiens), P03951; in the data active means inhibition above about 20%, passing the limit was not always enough;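 further: each value is inhibition by a whole ten-compound pool holding the compound; 0% = enzyme with no mixture and 100% = wells lacking enzyme; strong numbers were not always called active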
Target sequence (P03951 19-387 limits assumed): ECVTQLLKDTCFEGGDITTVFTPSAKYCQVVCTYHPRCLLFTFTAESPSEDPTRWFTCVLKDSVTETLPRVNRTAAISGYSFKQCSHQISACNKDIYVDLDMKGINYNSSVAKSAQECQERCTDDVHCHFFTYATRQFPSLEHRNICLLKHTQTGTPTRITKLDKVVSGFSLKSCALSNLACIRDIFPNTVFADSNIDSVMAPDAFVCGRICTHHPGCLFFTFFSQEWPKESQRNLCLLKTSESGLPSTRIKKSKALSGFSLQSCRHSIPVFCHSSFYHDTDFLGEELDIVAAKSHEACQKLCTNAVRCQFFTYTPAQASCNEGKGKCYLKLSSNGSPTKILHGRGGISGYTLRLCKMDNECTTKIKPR
Target sequence (P03951 388-625 limits assumed): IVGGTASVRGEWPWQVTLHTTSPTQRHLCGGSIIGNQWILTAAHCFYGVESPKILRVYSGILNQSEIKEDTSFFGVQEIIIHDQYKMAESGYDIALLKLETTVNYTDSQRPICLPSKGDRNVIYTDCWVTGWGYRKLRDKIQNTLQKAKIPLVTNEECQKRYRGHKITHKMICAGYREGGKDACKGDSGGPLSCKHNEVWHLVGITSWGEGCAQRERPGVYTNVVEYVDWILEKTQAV
C1s inh – complement C1s protease inhibitors, primary screen, biochemical, 10-compound mixtures | mean inhibition % of two 10-compound mixtures (stronger effect = higher value), % at 5 µM (by protocol) | Complement C1s subcomponent (Homo sapiens), P09871 | AID 538, 2006 | purified C1s, fluorogenic AMC substrate, pooled mixtures | 62,000 tested, 0.16% active;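 active means inhibition above 20% in each of the two 10-compound mixture wells holding the compound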;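 further: 0% = enzyme wells lacking compound mixture and 100% = no-enzyme blank wells; some compounds called inactive have numbers as strong as hits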
CatL inh – inhibitors of human cathepsin L, biochemical. 58,000 tested, 0.17% active. purified cathepsin L, fluorogenic substrate, fluorescence. inhibition, %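 (tested at 10 µM)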. Procathepsin L (Homo sapiens), P07711; in the data active means inhibition above about 45%;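 further: 0% = enzyme with no compound and 100% = no enzyme blank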
Cathepsin G inh – human cathepsin G inhibitors, primary screen, biochemical, pooled compound mixtures, AMC fluorescence | purified enzyme, AMC-tetrapeptide fluorescence | inhibition, % at 5 µM (by protocol) | 62,000 tested, 0.2% active | P08311;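 active means inhibition above 20% in each of the two mixture wells holding the compound; inactive means inhibition of 20% or less in either well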;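 further: 0% = enzyme control without mixture and 100% = blank lacking enzyme; strong numbers were not always called active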
Target sequence (P08311 21-244 limits assumed): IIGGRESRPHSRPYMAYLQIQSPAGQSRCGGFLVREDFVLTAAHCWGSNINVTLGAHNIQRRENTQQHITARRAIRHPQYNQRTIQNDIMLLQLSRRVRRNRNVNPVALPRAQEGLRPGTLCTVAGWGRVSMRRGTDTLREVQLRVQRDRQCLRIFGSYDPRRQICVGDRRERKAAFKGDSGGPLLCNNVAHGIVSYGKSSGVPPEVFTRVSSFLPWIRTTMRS
CatB mixtures – cathepsin B inhibitors from pooled compounds, primary screen, biochemical, compound mixtures, AMC fluorescence | P07858 | Purified cathepsin B, AMC dipeptide fluorescence | inhibition, %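 (ten-compound pools at 5 µM per compound and 50 µM total)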 | 62,000 tested, 0.06% active | AID 488, 2006; in the data active means inhibition above about 22%, passing the limit was not always enough; inconclusive means no clear call, values can overlap the other calls;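 further: 0% = enzyme without compound and 100% = no enzyme blank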
CatS block – inhibitors of human cathepsin S, biochemical, compound mixtures | P25774 | recombinant cathepsin S, AMC dipeptide fluorescence, pooled mixtures | inhibition, %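 (tested at 5 µM per compound within 10-compound mixtures)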 | 62,000 tested, 0.06% active | AID 501, 2006; in the data active means inhibition above about 32%, passing the limit was not always enough; inconclusive means no clear call, values can overlap the other calls;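 further: 0% = enzyme without compound and 100% = blank without enzyme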
Target sequence (P25774 115-331 limits assumed): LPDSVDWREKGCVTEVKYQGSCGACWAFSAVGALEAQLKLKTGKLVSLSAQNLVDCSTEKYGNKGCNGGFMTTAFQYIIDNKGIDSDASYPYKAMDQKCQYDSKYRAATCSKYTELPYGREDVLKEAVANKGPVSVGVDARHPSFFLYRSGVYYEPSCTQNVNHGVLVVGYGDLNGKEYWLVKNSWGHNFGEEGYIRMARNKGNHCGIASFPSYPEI
CatB block – human cathepsin B inhibitors, primary screen, biochemical, fluorogenic substrate; purified cathepsin B, fluorescence; inhibition, %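 (tested at 10 µM)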; 63,000 tested, 0.1% active; AID 453, 2006; in the data active means inhibition above about 21%;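 further: 0% = enzyme with no compound and 100% = no enzyme blank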
AP ELISA ortho – alternative complement pathway inhibitors, primary screen, biochemical, ELISA, human serum, orthogonally pooled compounds; AID 1235, 2008; inhibition, % at 5 µM; 62,000 tested, 0.08% active; LPS-coated ELISA, C3 deposition; tested in compound mixtures;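 active means inhibition above 30% in each of the two pooled mixtures holding the compound, so the lower value exceeds 30%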;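 further: 0% = serum in Mg-EGTA without compound and 100% = EDTA serum blank; some compounds past the cut are filed as inactive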
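Test system – human serum alternative complement pathway, C3 deposition on LPS-coated wells · Buffer or medium – diluted human serum in Mg2+-EGTA GVB++ · Compound dosing – 5 µM each compound, pools of ten, 50 µM per pool · Schedule – 1 h serum-compound exposure at 37 °C · Measured by – Anti-C3 ELISA, OD 450 nm · Read-out basis – percent inhibition of C3 deposition onto LPS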
The depositor's hits bear a star; ? = inconclusive; nt = not tested or not shown.

Ec RNAP inh	FXIa mix inh	C1s inh	CatL inh	Cathepsin G inh	CatB mixtures	CatS block	CatB block	AP ELISA ortho	SMILES
3	-7	-17	11	6	2	0	4	14	Fc1ccc(N2CCN(C(c3cccs3)c3nnnn3CCc3ccccc3)CC2)cc1 (centres undefined)
0	-1	-24	7	-12	-5	-2	3	-2	CCCCN1CC(COc2ccccc2)OC1=O (centres undefined)
nt	15	13	3	11	14	4	2	1	Cc1cc(C)n(CC(O)COc2cccc(OCC(O)Cn3nc(C)cc3C)c2)n1 (centres undefined)
4	5	8	-5	9	6	-8	0	11	CC(=O)C1=C(C)NC(SCC(N)=O)=C(C#N)C1c1cccnc1 (centres undefined)
5	6	-68	10	-6	4	3	3	7	COc1cc(-c2nc(-c3ccc(Br)o3)no2)cc(OC)c1OC
7	2	2	0	7	-2	-10	-2	-2	COc1ccc(-c2noc(-c3ccco3)n2)cc1OC
10	0	7	6	10	3	3	4	14	COc1ccccc1NCCC(=O)OCC(=O)NCc1ccco1
6	-1	7	-3	-1	-1	8	0	-6	CCOC(=O)CSc1nnc(NC(=O)c2cccc(S(=O)(=O)N3CCCC3)c2)s1
14	-4	-2	13	11	-10	5	0	0	CC(=O)N(c1cccc(Br)c1)C1C=CS(=O)(=O)C1 (centres undefined)
3	8	16	-4	8	4	-9	4	28	Cc1ccccc1OC(C)c1nc(-c2ccccc2)no1 (centres undefined)
6	5	-30	12	0	3	1	-4	5	O=C(OCCN1C(=O)c2ccccc2C1=O)C1CCN(S(=O)(=O)c2cccs2)CC1
1	4	11	-5	8	1	-6	0	2	O=C(Cc1cccs1)Nc1ccc(-c2nnn(CC(=O)N3CCOCC3)n2)cc1
4	7	7	6	6	-2	-2	2	13	COc1cc2c(cc1OC)C1=C(C#N)CN(C3CCCCC3)CN1CC2
9	5	16	11	11	6	14	4	10	c1nc(NCCN2CCOCC2)c2sc3nc(N4CCOCC4)c4c(c3c2n1)CCC4
-8	2	-15	8	-15	2	3	4	-16	O=C1Nc2ccccc2C12Nc1ccccc1-c1nc3ccccc3n12 (centres undefined)
0	5	12	-1	9	1	0	1	11	O=C(CSCc1ccccc1Cl)N1CCN(c2ccccn2)CC1
6	6	9	-4	9	5	-2	-3	14	CCOC(=O)N1CCN(C(=O)c2oc3ccc(S(=O)(=O)N4CC(C)CC(C)C4)cc3c2C)CC1 (centres undefined)
15	26	3	-1	9	4	17	2	-4	CCC(Sc1nc2sc(C(=O)OC)c(C)c2c(=O)n1N)C(=O)NCC1CCCO1 (centres undefined)
10	9	13	11	3	4	-4	4	8	COC(=O)c1c(-c2ccc(F)cc2)noc1N
4	5	-32	-4	4	2	46*	-2	18	Cn1c(C(=O)NCCN2CCc3ccccc3C2)cc2c(=O)[nH]c3ccccc3c21
-2	11	-2	-6	11	-4	-5	-5	8	CCSc1nc(-c2ccccc2)c(C#N)c(=O)[nH]1
7	6	9	6	6	1	-5	4	-1	CCOc1ccc(NC(=O)C/C(N)=N/O)cc1
6	-17	-94	5	-6	-5	-13	-2	3	O=C(COc1ccc(S(=O)(=O)N2CCCC2)cc1Cl)N1CCN(c2ccccc2)CC1
0	6	-4	-12	9	1	-5	-3	14	COc1ccccc1NC(=O)Nc1ccnn1C1CCCCC1
5	11	8	-1	27	4	-3	-2	14	CN(C1=NC(=O)C(CC(=O)Nc2ccc(Br)cc2)S1)c1ccc(O)cc1 (centres undefined)
-5	-10	-43	-58	-21	-5	-7	-5	-17	C=CCn1c(N)c(S(=O)(=O)c2cccs2)c2nc3ccccc3nc21
2	9	2	1	3	0	28	-2	16	CCOC(=O)C1CCN(C(=O)Cc2ccc(OC)c(OC)c2)CC1
4	12	26	nt	8	3	-13	3	8	CCOc1ccccc1NC(=O)CSc1ccccc1
4	-9	-31	nt	4	-6	-3	2	16	Cc1ccc(S(=O)(=O)N(CC(=O)NCc2ccncc2)C2CCCCC2)cc1
11	-1	10	4	10	0	10	2	-2	CCOC(=O)c1[nH]c(C)c(C(=O)N(C)C)c1C
4	-2	8	2	8	2	-11	-3	5	c1ccc(C(Cc2nc(-c3cccnc3)no2)c2ccccc2)cc1
4	0	-29	15	-13	6	?	3	-12	Cc1cc(C)c2c(C)nn(C3CCCCC3)c2n1
6	3	-2	3	-3	1	-8	5	7	Cc1cccc2cc(CN(CCc3ccccc3)C(=O)N3CCOCC3)c3nnnn3c12
5	-2	-40	47*	-2	36	75*	80*	11	N#Cc1c(N)sc(=S)c2c1CCN(Cc1ccccc1)C2
-6	4	-8	0	-5	-3	-13	-2	3	COc1ccc(NC(=O)CSc2nnc(Cc3cccn3C)n2-c2ccc(C)cc2)cc1OC
1	4	9	-6	8	0	-5	1	23	CCOc1ccc(Cn2c(=O)oc3ccc(C)cc32)cc1OC
-1	5	-6	nt	-4	-4	5	2	3	CCCC(=O)NCCCc1nc2ccccc2n1C
3	1	-37	1	-12	6	18	5	-19	Cc1cc(N(C)C)c(C#N)c(N2CCCCC2)n1
6	3	-6	-4	1	6	0	-3	19	O=C(N1CCN(c2ccccc2F)CC1)C12CC3CC(CC(C3)C1)C2
5	8	1	5	-2	2	12	-2	0	Cn1c(NC(=O)C2CCCC2)cc(=O)n(C)c1=O
2	-5	-8	4	7	3	2	7	14	CN(C)CCSc1nc(N)c2c3c(sc2n1)CN(C)CC3
1	5	12	-6	8	2	-6	2	18	COC(=O)c1cc2sc(Cl)cc2n1CC(=O)N1CCCc2ccccc21
4	7	-2	12	8	1	10	3	14	O=C1C=C(NCc2ccccc2)C2(CCCCC2)O1
0	6	1	-4	0	-4	-5	-6	15	COc1ccc(Cc2nnc(SCC(=O)NC3CCCCC3)n2C)cc1
0	0	-26	4	-15	7	19	8	-7	O=C(NCc1ccco1)c1cc(-c2ccccn2)nc2ccccc12
5	-18	-148	-17	-21	-2	-17	-4	7	Cc1ccc2c(N)c(C)ccc2c1
7	4	14	9	9	-3	0	3	4	CCC12CC3CC(C1)CC(C(=O)Nc1nn[nH]n1)(C3)C2
nt	5	-2	-10	-7	-1	6	1	-3	Fc1ccc(-c2nnc3sc(-c4ccc5c(c4)OCO5)nn23)cc1
1	5	3	-10	-1	1	-5	1	7	Cc1cc2c(cc1C)/C(=C\C(N)=O)NC(C)(C)C2
0	8	6	nt	8	4	6	5	11	Cc1ccc2nsnc2c1S(=O)(=O)N1CCN(CCc2ccccc2)CC1

Going on with the list:
Ec RNAP inh	FXIa mix inh	C1s inh	CatL inh	Cathepsin G inh	CatB mixtures	CatS block	CatB block	AP ELISA ortho	SMILES
-12	9	0	-4	-4	-1	-7	-2	16	O=C(Nc1ccc(N2CCN(C(=O)c3ccc(Cl)cc3)CC2)cc1)c1ccc(Br)o1
9	1	14	10	10	2	13	3	8	CCOC(=O)N1CCC(NC(=O)c2cc(C)c3c(C)nn(-c4ccccc4)c3n2)CC1
2	4	3	-16	-1	1	-4	-2	10	CCOC(=O)c1c(=O)n(O)c2ccc(C)cc2[n+]1[O-]
3	3	4	-11	0	1	3	-1	1	CC1=C(C(=O)Nc2ccccc2)C(c2ccc(C)o2)N2C(=O)CSC2=N1 (centres undefined)
2	5	-2	9	2	1	7	-4	13	CC(=O)c1cc(C)ccc1OC(=O)c1ccco1
2	3	-2	-30	0	7	8	-8	28	CN1CCN(C(=O)CSc2nc(-c3cccs3)cc(-c3cccs3)c2C#N)CC1
14	7	18	0	15	4	11	2	12	CN1CCN(CCCN2c3ccccc3Sc3ccc(C(F)(F)F)cc32)CC1
2	-16	2	1	-23	1	17	7	-9	COc1ccc(C(=O)/C=C/Nc2cc(C)on2)cc1
-3	2	-8	-4	-4	0	-2	-3	13	COC(=O)c1cc2sccc2n1CC(=O)N1CCCc2ccccc21
6	5	5	-8	1	5	-5	-8	22	CCN1C(=O)c2cccc3c(NC(=O)c4cccc(N5C(=O)CCC5=O)c4)ccc1c23
-4	-1	-21	7	-9	0	-1	2	-5	Cc1cc(NCCCN2CCOCC2)n2nc(C)c(-c3ccc(F)cc3)c2n1
4	8	10	nt	4	1	-1	5	2	Cn1c(SCCCC(=O)c2ccccc2)nnc1-c1ccncc1
6	3	11	22	9	4	10	2	11	O=C1NC2(CCCCC2)N=C1c1ccc(F)cc1
-1	9	-7	nt	-3	3	-5	-5	15	CC(=O)Nc1ccc(-c2ccccc2)s1
-1	9	4	0	4	1	2	2	-6	CC(Oc1cccc(Cl)c1)C(=O)Nc1cc(=O)n(C)c(=O)n1C (centres undefined)
7	2	0	7	-3	4	17	4	-3	COc1ccc(CNC(=O)NC2CCCCC2)cc1
5	-1	-7	5	7	0	-5	4	23	CCOC(=O)C1(N(CC)CC)Sc2cc(C)ccc2NC1=O (centres undefined)
11	13	8	10	9	4	5	2	1	CC(C)Cc1cc(C(=O)O)n[nH]1
2	2	-4	-1	-4	5	-3	0	10	CCOC(=O)CSc1nc(C)c(C(=O)OCC)s1
10	-1	-2	0	9	-9	0	0	7	O=C(CSc1nnc(CNC(=O)c2cccs2)o1)Nc1cccc(C(F)(F)F)c1
1	3	-12	-6	-2	7	-4	-6	14	Cc1nnc(NC(=O)C2CCCN(S(=O)(=O)c3ccccc3C(F)(F)F)C2)s1 (centres undefined)
4	-1	-28	7	-2	-8	4	0	3	CCOC(=O)N1CCc2c(sc3c2C(=O)NC(c2ccc(-c4ccc(Cl)cc4)o2)N3)C1 (centres undefined)
4	6	5	19	7	25	13	4	6	CC12CCC(C(=O)NCc3ccco3)(OC1=O)C2(C)C (centres undefined)
3	0	53	-4	10	5	-1	8	9	CCOCCn1c(CN2CCC(C)CC2)nc2c1c(=O)n(C)c(=O)n2C
10	5	11	13	11	0	10	15	0	CC1CC(C(O)c2ccccn2)C(=O)C(C(O)c2ccccn2)C1 (centres undefined)
-1	-1	-14	-4	7	3	-7	2	21	CN(c1ccc(C(=O)NC2CC2)cc1)S(=O)(=O)c1ccccc1
7	0	4	7	5	-2	8	-4	-1	Cc1ccc(N2CCN(C(=O)CNS(=O)(=O)c3ccc(Br)s3)CC2C)cc1 (centres undefined)
-1	9	5	-11	-1	5	-6	-5	22	COc1ccc2c(Cl)c(C(=O)NC3CCS(=O)(=O)C3)sc2c1 (centres undefined)
0	-1	-17	5	-6	0	-8	2	-2	CCOc1cccc(-c2nnc3sc(-c4cc(OC)c(OC)cc4OC)nn23)c1
9	4	-38	-7	1	3	16	6	-5	CCCCOc1ccc(NC(=O)C2CC=CCC2C(=O)O)cc1 (centres undefined)

Only CatB mixtures and Cathepsin G inh, for some of the entries so far:
| mol | CatB mixtures | Cathepsin G inh |
| --- | --- | --- |
| CCCCOc1ccc(NC(=O)C2CC=CCC2C(=O)O)cc1 (centres undefined) | 3 | 1 |
| CN(c1ccc(C(=O)NC2CC2)cc1)S(=O)(=O)c1ccccc1 | 3 | 7 |
| COc1ccc2c(Cl)c(C(=O)NC3CCS(=O)(=O)C3)sc2c1 (centres undefined) | 5 | -1 |

The list is partial. The share of hits here may be higher or lower than overall.
